Screens as filed in PubChem.
N370S GC mod: inhibits or activates N370S mutant glucocerebrosidase; P04062; N370S GC spleen homogenate, 4MU-glucoside fluorescence; Potency, µM (top dose mostly 59.4 µM), for inactives: at the top dose activity change, negative = inhibition, hits mostly inhibitors; 330,000 tested, 0.092% active;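 note: 0% = full enzyme activity and -100% = no enzyme basal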
TDP1 block: inhibitors of human tyrosyl-DNA phosphodiesterase TDP1; recombinant TDP1, AlphaScreen DNA substrate cleavage; Potency, µM (series often up to 130 µM), inactives show at the top dose activity change, negative = inhibition, hits mostly inhibitors; 350,000 tested, 0.28% active; note: nearly all actives have a fitted effect of over 40% in size
Target sequence (Q9NUW8 whole entry, looked up): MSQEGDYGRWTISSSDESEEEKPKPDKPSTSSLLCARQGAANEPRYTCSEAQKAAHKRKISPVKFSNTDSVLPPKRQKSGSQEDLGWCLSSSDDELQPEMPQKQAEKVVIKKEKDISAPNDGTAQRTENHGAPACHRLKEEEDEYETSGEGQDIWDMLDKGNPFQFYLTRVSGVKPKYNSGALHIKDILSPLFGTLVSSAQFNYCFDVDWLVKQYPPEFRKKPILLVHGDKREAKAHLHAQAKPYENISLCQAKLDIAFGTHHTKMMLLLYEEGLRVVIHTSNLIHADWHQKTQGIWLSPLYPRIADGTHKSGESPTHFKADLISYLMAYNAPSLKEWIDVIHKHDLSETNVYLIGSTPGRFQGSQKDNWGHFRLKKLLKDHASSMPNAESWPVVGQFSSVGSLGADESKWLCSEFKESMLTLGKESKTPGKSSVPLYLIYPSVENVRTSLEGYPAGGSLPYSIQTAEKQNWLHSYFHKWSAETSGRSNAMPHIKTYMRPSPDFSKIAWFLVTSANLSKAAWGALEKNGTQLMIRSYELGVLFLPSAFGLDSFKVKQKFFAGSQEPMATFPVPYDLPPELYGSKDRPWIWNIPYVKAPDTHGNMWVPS
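Recombinant human Tdp1 (E. coli-expressed, 1 nM final) preincubated with compounds 15 min at room temperature, then 5'-biotin/3'-phosphotyrosine-FITC DNA substrate (15 nM final) added for 5 min. AlphaScreen beads (10 ug/ml final) added 10 min; cleavage lowers signal.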
FEN1 inhibitor: human FEN1 inhibition. 390,000 tested, 0.35% active. P39748. AID 588795. Potency, µM (top dose mostly 114 µM), for inactives: at the highest dose activity change, negative = inhibition, actives largely listed as inhibitors. Recombinant FEN1 flap cleavage, fluorescence, 15 min; note: nearly all actives have a fitted effect of over 65% in size
Target sequence (P39748 whole entry, looked up): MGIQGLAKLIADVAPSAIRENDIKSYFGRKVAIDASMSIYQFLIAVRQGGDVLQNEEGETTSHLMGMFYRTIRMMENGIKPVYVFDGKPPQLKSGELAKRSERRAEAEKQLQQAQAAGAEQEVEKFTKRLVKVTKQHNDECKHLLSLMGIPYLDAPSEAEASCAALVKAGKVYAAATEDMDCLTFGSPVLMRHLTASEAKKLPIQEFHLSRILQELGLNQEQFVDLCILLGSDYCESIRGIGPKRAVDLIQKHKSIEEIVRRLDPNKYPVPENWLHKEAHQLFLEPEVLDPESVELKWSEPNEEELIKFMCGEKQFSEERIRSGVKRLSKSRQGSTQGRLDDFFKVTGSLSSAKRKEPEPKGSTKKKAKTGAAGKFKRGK
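Nuclease activity of 10 nM FEN1 was measured after 15 min of room-temperature exposure to titrated compounds, by adding 50 nM flap substrate and reading plates at 0 and 15 min.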
Starred values were filed as active, the others as inactive; ? = inconclusive; . = no result given; & = joins results of further samples; [ ] = another dose, or the depositor's remark. Calls come from the whole dose curve; as a rule, active = well fitted curve in the direction sought with a large enough effect; inconclusive = small, poorly fitted or top-dose-only effect, or another doubt; inactive = no such curve, though single readings can be large; an effect the other way counts as inactive or inconclusive. Unless noted, % is set by controls: 0 for no effect and ±100 for the full control effect; potency is the fitted concentration of half-maximal effect. Compounds as they come; any-hit rate near 0.57%.

SMILES | N370S GC mod | TDP1 block | FEN1 inhibitor
CCCc1ccccc1OCCNS(=O)(=O)c1cc2c(cc1C)OCC(=O)N2 | -16% | 10% | -6%
COc1ccc(C(C(=O)NC(C)(C)C)N(CCO)C(=O)CCC(=O)Nc2cc(C)on2)cc1 (stereo not given) | -3% | 3% | 8%
Nc1ccc2nc(-c3ccccc3)c(-c3ccccc3)nc2c1 | 2% | -3% | -27%
COc1ccc(CCNC(=S)Nc2ccc(C)cc2C)cc1 | -5% | 0% | -19%
O=C1C=C(c2cccs2)C[C@H](c2ccccc2)[C@H]1n1nnc([N+](=O)[O-])n1 | -18% | 1% | -13%
COCC(C)NC(=O)c1cc2c(ccc3ccccc32)oc1=O (stereo not given) | ? | . | 0%
Cn1c(=O)n(C)c2cc(N3CCOCC3)c(NC(=O)c3ccc(C(C)(C)C)cc3)cc21 | . | 2% | 7%
O=C(CCC1N=C2c3ccccc3N=C(SCc3cccc(F)c3)N2C1=O)NC1CCCCC1 (stereo not given) | . | -7% | 4%
COc1ccc(-c2nc(Cn3c(SCc4ccc(C)cc4)nc4ccncc43)c(C)o2)cc1OC | 1% | 1% | -26%
CC(C)OC(=O)c1cc(NC(=O)c2nn(C)cc2Br)cc(C(=O)OC(C)C)c1 | 11% | 3% | -14%
CCOC(=O)c1[nH]c2ccc(F)cc2c1NC(=O)Nc1ccccc1OC | -7% | 6% | 8%
CC(C)CCNC(=O)c1cnc2sc(N3CCCCCC3)nn2c1=O | . | 8% | 1%
CC(C)Cc1nc2c(nnn2Cc2ccccc2F)c(=O)[nH]1 | 1% | 8% | 2%
COC(=O)CCC/C=C1/SCC(NC(=O)c2ccccc2)/C1=N/O (stereo not given) | 22% | 5% | -1%
O=C(CSc1nc(O)cc(=O)[nH]1)N1c2ccccc2CCc2ccccc21 | -1% | 2% | -5%
C=C(C)Cn1c(CCNC(=O)CC)nc2ccccc21 | -8% | -4%[56.1 µM] | 2%
CCOc1ccc(NC(=O)CCNS(=O)(=O)c2cccc3nsnc23)cc1 | -5% | 3%&0% | 13%&16%
NS(=O)(=O)c1ccc(CCNS(=O)(=O)c2ccccc2)cc1 | 6% | 3% | 14%
COc1ccc(NC(=O)CN2C(=O)C(C)Oc3ccccc32)cc1OC (stereo not given) | 7% | . | -1%
COc1cccc(NC(=O)CN(C)C(=O)c2cccc(S(=O)(=O)N3CC4(C)CC3CC(C)(C)C4)c2)c1 (stereo not given) | . | -5% | 0%
CN1CCN(S(=O)(=O)c2ccc(C(F)(F)F)cc2)C(c2ccccc2)C1 (stereo not given) | . | -2%[56.1 µM] | 1%
S=C(NCCc1ccccc1)Nc1ccccc1N1CCOCC1 | 8% | 5% | -10%
CN(C)c1ccc(N=Nc2ccccc2Br)cc1 | -2% | . | 0%
COc1ccc(CC(=O)N2CCc3cc(OC)c(OC)cc3C2C)c(OC)c1 (stereo not given) | -2% | . | 2%
O=C(c1ccc(F)c(S(=O)(=O)N2CCOCC2)c1)N(c1ccccc1)c1ccccn1 | -13% | 5% | -1%
O=C(Nc1nc(-c2cccs2)cs1)c1ccc(Cl)cc1 | -9% | 5% | -11%
O=C(O)CCc1ccc(-c2ccccc2)n1NC(=O)c1ccco1 | 7% | 5% | 1%
COc1ccc(-n2ncc(C(=O)NCc3ccc4c(c3)OCO4)c2C2CCN(C(=O)OC(C)(C)C)CC2)cc1 | . | 7% | -1%
O=C(Nc1nnc2n1CCS2)c1ccco1 | -1% | 1% | 17%
CC1(C)Cc2c(sc(NC(=O)c3ccc4ncsc4c3)c2C(N)=O)C(C)(C)N1 | -2% | 6% | -13%
C=CCNC(=S)NCCO | 7% | -2% | 12%
Cc1nc2ccc(NC(=O)c3cccnc3)cc2s1 | -4% | 0% | 6%
CN(C)CCCNC(=S)N(CCCO)Cc1cc2cc3c(cc2[nH]c1=O)OCO3 | ? | . | -12%
COc1ccccc1NC(=O)c1ccccc1Oc1ccccc1 | ? | . | 8%
CCN(CC)c1ccc(S(=O)(=O)N2CCOCC2)cc1NC(=O)CSc1ccccc1 | -11% | 5% | -10%
CC(=O)c1ccc(N2C(=NC(=O)C3CCCCC3)SC3CS(=O)(=O)CC32)cc1 (stereo not given) | -3% | -10% | -2%
C=CCNC(=S)/N=c1\sccn1C | -14% | 7% | -2%
C/C(=N\NC(=O)C(N)=O)c1ccc(Br)cc1 | 5% | 1% | 7%
COc1cc(NC(=O)c2sc3ncn(CC(=O)N4CCCCC4)c(=O)c3c2C)cc(OC)c1OC | 1% | 13% | 3%
C=CCNc1nc2ccccc2nc1NS(=O)(=O)c1ccc(Cl)cc1 | -10% | . | -2%
CC(NS(=O)(=O)c1ccc(N)cc1)C1CC2CCC1C2 (stereo not given) | -7% | 0% | 4%
COC(=O)c1c(NC(C)=O)c2c3c(sc2n1Cc1cc(C)ccc1C)CCCC3 | . | 5% | -5%
Cc1cc(NC(=O)c2cc(-c3cccnc3)nc3c(C)c(C)ccc23)no1 | 1% | -13% | -13%
Cc1ccccc1NC(=O)CS(=O)(=O)c1cn(CC(=O)N2CCOCC2)c2ccccc12 | -7% | 3% | -6%
COc1ccc(S(=O)(=O)Nc2cc(C)nn2-c2ccccc2)cc1 | 0% | 1% | -1%
COc1cc(C(=O)NNC(=O)C2CCC2)cc(OC)c1OC | . | -1%[56.1 µM] | -5%
O=c1[nH]c(SCc2n[nH]c(=S)n2-c2ccccc2)nc2sc3c(c12)CCC3 | 10% | 0% | 0%
COc1cccc(NC(=O)C(C)OC(=O)CCCNC(=O)c2ccc(Cl)cc2)c1 (stereo not given) | -1% | -2% | -3%
CC(C)(C)c1csc(NC2=NS(=O)(=O)c3ccccc32)n1 | 2% | 0% | -7%
CCOc1cc(N2CCOCC2)c(OCC)cc1NC(=O)CSc1ccccc1C(=O)O | . | -3% | 2%
CSc1ccc(/C=N\NC(=O)CNc2ccc(C)cc2)cc1 | -6% | 9% | -5%
O=C(NC1CCSc2ccccc21)c1cc(S(=O)(=O)N2CCOCC2)ccc1Cl (stereo not given) | 1% | . | 2%
Cc1nn(Cc2noc(C(=O)NCCCn3ccnc3)n2)c(C)c1Br | -1% | 7% | -5%
Cc1c(C(=O)NN)nn(-c2ccc(F)cc2)c(=O)c1C#N | -1% | . | 8%
O=C1COc2ccc(-c3cc(-c4ccc(Cl)cc4)c4c(n3)-c3ccccc3OC4)cc2N1 | . | 2% | 4%
Cc1nc(CN(C)C(=O)CC2C(=O)NCCN2Cc2ccc(-c3ccccc3)cc2)cs1 (stereo not given) | ? | 14% | -11%
CCOC(=O)C1CCN(C(=O)c2ccccc2CCc2ccccc2)CC1 | -3% | 2% | 13%
CCCC(=O)NCC(c1ccc2c(c1)OCO2)N1CCN(c2ccccc2)CC1 (stereo not given) | . | 7% | -3%
COc1ccc(-n2c(C)c(C)c3c(NCCCO)ncnc32)cc1 | -7% | . | -7%
COc1ccc(CCNC(=O)CCCc2ccccc2)cc1OC | -1% | . | 10%

Arranged by value in N370S GC mod (lowest first): three from the list above.
compound,N370S GC mod
O=C(c1ccc(F)c(S(=O)(=O)N2CCOCC2)c1)N(c1ccccc1)c1ccccn1,-13%
CC1(C)Cc2c(sc(NC(=O)c3ccc4ncsc4c3)c2C(N)=O)C(C)(C)N1,-2%
O=C(NC1CCSc2ccccc21)c1cc(S(=O)(=O)N2CCOCC2)ccc1Cl (stereo not given),1%

Complete entries, quoted from the list. Screens in order: N370S GC mod, TDP1 block, FEN1 inhibitor
Results for `COc1cc(C(=O)NNC(=O)C2CCC2)cc(OC)c1OC` → ., -1%[56.1 µM], -5%
Results for `O=C1COc2ccc(-c3cc(-c4ccc(Cl)cc4)c4c(n3)-c3ccccc3OC4)cc2N1` → ., 2%, 4%
Results for `COc1ccc(S(=O)(=O)Nc2cc(C)nn2-c2ccccc2)cc1` → 0%, 1%, -1%
Results for `O=C(NC1CCSc2ccccc21)c1cc(S(=O)(=O)N2CCOCC2)ccc1Cl` (stereo not given) → 1%, ., 2%

Two records picked at random from the list so far:
SMILES | N370S GC mod | TDP1 block | FEN1 inhibitor
COc1cccc(NC(=O)C(C)OC(=O)CCCNC(=O)c2ccc(Cl)cc2)c1 (stereo not given) | -1% | -2% | -3%
CC(NS(=O)(=O)c1ccc(N)cc1)C1CC2CCC1C2 (stereo not given) | -7% | 0% | 4%

The results go on:
SMILES | N370S GC mod | TDP1 block | FEN1 inhibitor
O=C(c1ccc2c(c1)N(Cc1ccccc1)C(=O)c1ccccc1S2(=O)=O)N1CCN(c2ccccn2)CC1 | . | 7% | 6%
O=C(NCCN1CCOCC1)c1c[nH]c2ccc(S(=O)(=O)N3CCOCC3)cc2c1=O | 3% | 5% | 0%
O=C(/C=C/c1ccc(Cl)cc1)N1CCN(Cc2ccccc2)CC1 | -2% | . | -4%
O=[N+]([O-])c1cccc(CN2CCN(c3ncccn3)CC2)c1 | -4% | . | 13%
CCN1CCN(C(=O)CCc2nnc3ccc(N4CCC5(CC4)OCCO5)nn23)CC1 | -1% | 10% | -7%
Nc1nc(SCC(=O)Nc2ccccc2Oc2ccccc2)n[nH]1 | 9% | 10% | 0%
CC1=NN(Cc2cc(C(C)(C)C)c(O)c(C(C)(C)C)c2)C(=O)C1 | -12% | . | -13%
Cn1cc(CCNC(=O)c2ccc3nc(Cc4ccccc4F)oc3c2)cn1 | 3% | 2% | 17%
CCOc1ccc(S(=O)(=O)Nc2cc(NS(=O)(=O)c3ccc(OCC)cc3)cc(C(=O)O)c2)cc1 | . | 3.5µM* | -10%
O=C(NCCCn1ccnc1)c1ccc(Cl)s1 | -1% | 5% | 5%
O=S1(=O)CCN2C=C(Cl)C=C(Cl)C2=N1 | ? | -3% | 22%
S=C(Nc1ccc2nc(-c3ccccn3)c(-c3ccccn3)nc2c1)N1CCCCC1 | 2% | 0% | 13%
O=C(C(=O)N1CCN(c2ccc(F)cc2)CC1)c1c[nH]c2ccccc12 | -4% | 4% | 1%
Nc1nc(SCC(=O)NCCOCCO)nc2sc3c(c12)CCCC3 | 1% | 4% | 6%
S=C1CCSc2ccc(Cl)cc2N1 | 7% | 1% | 9%
Cc1ccccc1C(=O)N/N=C/c1ccccn1 | 11% | 6% | -5%
CCOC(=O)C1CCN(S(=O)(=O)c2c(C)[nH]c(C)c2C(=O)N2CCCC2)CC1 | -10% | 4% | -1%
Oc1ccccc1C(=S)N1CCCC1 | -10% | . | 4%
CCOC(=O)c1c(N)sc(-c2ccccc2)c1C | 8% | 5% | -16%
Cc1ccc2[nH]c(=O)c(CN(C)C(=O)c3ccccn3)cc2c1 | 3% | -1% | 13%
COc1ccc2[nH]c(=O)c(C(c3nnnn3CC3CCCO3)N3CCc4ccccc4C3)cc2c1 (stereo not given) | 5% | 4% | -17%
COc1ccccc1NC(=O)CSc1ncc2c(n1)-c1cc(Cl)ccc1N(C)S2(=O)=O | . | 3% | -3%
COc1ccc(C(=O)CN2C(=O)N(c3cc(C)ccc3C)S(=O)(=O)c3ccccc32)cc1 | . | -8% | 13%
COCCCNC(=O)CCn1c(=O)c2ccccc2n(CC(=O)NCCC2=CCCCC2)c1=O | 11% | 8% | -2%
O=C(NCCCN1CCOCC1)C(=O)NCC1OCCN1S(=O)(=O)c1ccc(Br)cc1 (stereo not given) | -3% | 1% | -9%
CCOC(=O)c1cc(OC(=O)c2cccnc2)n(-c2ccccc2)n1 | 1% | -5% | .
COc1ccc(N2CCN(C(=S)Nc3ccc(F)cc3)CC2)cc1 | -5% | . | -1%
COc1ccc(-c2nnc(N3CCCCC3)c3ccccc23)cc1 | -1% | -1% | 9%
Cc1ccccc1Nc1nnc(SCC(=O)c2ccc(O)cc2O)s1 | -23% | 11% | -8%
Cc1ccc(N(C)S(=O)(=O)c2c(-c3ccccc3)csc2C(=O)O)cc1 | . | 0% | 1%
CC(=O)c1cccc(Nc2nn(-c3ccc(OC(F)(F)F)cc3)nc2C(C)=O)c1 | . | 0% | 20%
COc1ccccc1Nc1c2c(nc3ccccc13)CCC2 | -6% | . | 10%
COc1ccc(OC)c(NC(=O)Cn2cc(C(=O)c3ccc(Cl)cc3)c(=O)c3cc(OC)ccc32)c1 | . | 6% | -2%
O=C(O)c1cc(-c2ccc(Cl)c(Cl)c2)n(-c2ccccc2)n1 | 11% | . | -1%
Nc1nc2c([nH]c(=O)n2C2OC(CO)C(O)C2O)c(=O)[nH]1 (stereo not given) | 2% | 3% | .
CCC(CC)C(=O)Nc1cccc(-c2nc3ccccc3o2)c1 | 6% | 0% | 10%
O=C(CNC(=O)c1ccccc1F)N/N=C/c1cccnc1 | 0% | 1% | -12%
CCN(C(=O)CSc1nncn1-c1ccccc1)c1c(N)n(Cc2ccccc2)c(=O)[nH]c1=O | -2% | -2% | -1%
CC(C)(C)S(=O)(=O)c1cnc(-c2ccccn2)nc1N | -14% | 8% | 0%
COc1cc(C(=O)Nc2ccc(S(=O)(=O)NC(C)C)cc2)cc(OC)c1OC | -7% | 2% | -1%
COC(=O)/C=C(\Oc1ccccc1)C1(O)CCCCC1 | 1% | . | 2%
CCN(CC)CC(=O)Nn1c(C)nc2c(ncn2-c2ccccc2)c1=O | -25% | -1% | 11%
Cc1ccc(C(=O)Nc2sc3c(c2C(=O)O)CCCC3)o1 | 3% | 8% | 13%
